WRN helicase inh: qHTS for Inhibitors of WRN Helicase | Bifunctional 3'-5' exonuclease/ATP-dependent helicase WRN (Homo sapiens), Q14191 | WRN helicase unwinding, fluorescent forked duplex, kinetic | Potency, µM (titrated, usually from 114 µM), for the others: at the top dose activity change, negative = inhibition, most hits filed as inhibitors | actives 0.46% (n = 360,000); note: potency is the fitted concentration of half-maximal effect; % is set by controls: 0 for no effect and ±100 for the full control effect; nearly all actives have a fitted effect of over 55% in size
Target sequence (Q14191 whole entry, looked up): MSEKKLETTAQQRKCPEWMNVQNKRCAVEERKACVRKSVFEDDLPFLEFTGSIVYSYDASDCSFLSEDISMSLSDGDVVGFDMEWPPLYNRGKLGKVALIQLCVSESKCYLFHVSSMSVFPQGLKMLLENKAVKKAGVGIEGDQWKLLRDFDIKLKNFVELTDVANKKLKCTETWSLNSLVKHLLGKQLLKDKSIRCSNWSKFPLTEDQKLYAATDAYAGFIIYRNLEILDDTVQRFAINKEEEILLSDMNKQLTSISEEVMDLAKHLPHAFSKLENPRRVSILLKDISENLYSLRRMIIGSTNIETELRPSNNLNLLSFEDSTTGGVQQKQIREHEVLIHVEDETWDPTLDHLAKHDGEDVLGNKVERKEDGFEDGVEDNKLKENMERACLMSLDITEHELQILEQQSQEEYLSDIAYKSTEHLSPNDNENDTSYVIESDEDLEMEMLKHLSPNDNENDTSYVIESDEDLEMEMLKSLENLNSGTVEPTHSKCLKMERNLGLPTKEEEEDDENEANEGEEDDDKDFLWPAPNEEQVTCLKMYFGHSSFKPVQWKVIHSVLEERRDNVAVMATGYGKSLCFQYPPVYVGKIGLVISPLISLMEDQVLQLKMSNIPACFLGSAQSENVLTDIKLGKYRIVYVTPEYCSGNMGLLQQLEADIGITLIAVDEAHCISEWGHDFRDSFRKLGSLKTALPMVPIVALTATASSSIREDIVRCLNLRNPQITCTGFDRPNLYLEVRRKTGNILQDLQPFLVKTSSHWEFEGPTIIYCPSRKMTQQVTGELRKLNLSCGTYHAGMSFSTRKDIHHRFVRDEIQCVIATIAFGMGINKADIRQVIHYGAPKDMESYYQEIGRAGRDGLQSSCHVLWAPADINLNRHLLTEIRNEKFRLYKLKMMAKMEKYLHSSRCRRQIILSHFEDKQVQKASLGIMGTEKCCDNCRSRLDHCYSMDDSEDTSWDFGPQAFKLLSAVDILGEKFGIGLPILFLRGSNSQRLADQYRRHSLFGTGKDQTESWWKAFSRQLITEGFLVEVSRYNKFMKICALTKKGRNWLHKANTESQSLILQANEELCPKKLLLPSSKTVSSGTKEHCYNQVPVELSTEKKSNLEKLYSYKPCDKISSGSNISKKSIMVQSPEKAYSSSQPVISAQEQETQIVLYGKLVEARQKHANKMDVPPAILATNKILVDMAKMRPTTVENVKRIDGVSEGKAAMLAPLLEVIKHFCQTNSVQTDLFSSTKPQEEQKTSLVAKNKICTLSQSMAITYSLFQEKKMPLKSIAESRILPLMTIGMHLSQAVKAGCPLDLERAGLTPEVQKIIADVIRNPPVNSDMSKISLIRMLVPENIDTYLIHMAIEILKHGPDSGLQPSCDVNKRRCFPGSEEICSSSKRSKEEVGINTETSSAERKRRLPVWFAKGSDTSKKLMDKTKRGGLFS
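Kinetic fluorescence helicase assay: unwinding of a quenched forked DNA duplex (100 nM final) with 2 mM ATP final raises red fluorescence (525/598 nm). Compounds sat 15 min at room temperature with 20 nM WRN beforehand.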
IL1B secr inh: qHTS for Inhibitors of Inflammasome Signaling: IL-1-beta AlphaLISA Primary Screen. THP-1 LPS/ATP IL-1B secretion, AlphaLISA, 16 h; hits give low values. activity change, % at 57.5 µM. actives 4.7% (n = 360,000); in the data active = activity change below about -50%; inconclusive = mostly about -30% to -49%; note: % is set by controls: 0 for no effect and ±100 for the full control effect
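Secreted IL-1B measured by AlphaLISA bead assay after 16 h compound exposure of THP-1 cells; compounds (final up to 57.5 uM) added 1 h before LPS (250 ng/mL) and ATP (1.25 mM) stimulation; lower signal means less secretion.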
ATXN2 expr inh: Primary qHTS for Inhibitors of ATXN expression. AID 1745845, 2022. Potency, µM (titrated, usually from 57 µM), for inactives: at the highest dose activity change, negative = inhibition, most hits filed as inhibitors. actives 0.72% (n = 360,000). HEK-293 ATXN2-luciferase reporter, luminescence, 24 h; note: potency is the fitted concentration of half-maximal effect; % is set by controls: 0 for no effect and ±100 for the full control effect; nearly all actives have a fitted effect of over 55% in size
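qHTS (up to 57 uM final) was run with 24 h compound exposure of reporter cells at 37 °C. Each well was multiplexed: SteadyGlo luminescence measured ATXN2-luciferase expression after a fluorogenic Gly-Phe-AFC viability readout (25 uM final).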
KB-V1 MDR tox: qHTS assay for MDR1-selective chemotherapeutics: Primary screen using the drug-selected MDR subline cells KB-V1; actives 3.4% (n = 400,000); KB-V1 MDR cells viability, CellTiter-Glo, 72 h; AID 1347076, 2019; Potency, µM (series often up to 46.1 µM), for inactives: at the top dose activity change, negative = cytotoxicity, most hits filed as cytotoxic; note: potency is the fitted concentration of half-maximal effect; % is set by controls: 0 for no effect and ±100 for the full control effect; nearly all actives have a fitted effect of over 60% in size
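Following 72 h at 37 degrees C with compound, KB-V1 cell viability was read by CellTiter-Glo luminescence, medium being phenol-red-free DMEM plus 10% FBS; concentration-response parameters came from normalized, curve-fitted qHTS data.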
KB-3-1 cytotox: qHTS assay for MDR1-selective chemotherapeutics: Primary screen using the parental adenocarcinoma cell KB-3-1. KB-3-1 viability, CellTiter-Glo ATP luminescence, 72 h. Potency, µM (series often up to 46.1 µM), for the others: top-dose activity change, negative = cytotoxic, hits mostly cytotoxic. actives 1.4% (n = 400,000); note: potency is the fitted concentration of half-maximal effect; % is set by controls: 0 for no effect and ±100 for the full control effect; nearly all actives have a fitted effect of over 60% in size
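72 h, 37 °C compound treatment of KB-3-1 parental cells; CellTiter-Glo added, 10 min, luminescence read. Data corrected against DMSO-only plates and normalized before curve fitting.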
HT1080 IDH1KD tx: qHTS for induction of synthetic lethality in tumor cells producing 2HG: qHTS for the HT-1080-IDH1KD cell line; actives 2% (n = 360,000); HT-1080 IDH1 knockdown viability, ATP luminescence, 48 h; Potency, µM (highest dose often 46.1 µM), inactives show at the highest dose activity, negative = toxicity, usual class: cytotoxic;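 note: potency is the fitted concentration of half-maximal effect; 0% = DMSO wells and -100% = cell-free medium wells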
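Assay cells: HT-1080 with IDH1 knockdown, 750 per well, RPMI/5% FBS. Exposure: 48 h at 37 °C following 2 h pre-incubation. Read: CellTiter-Glo luminescence; fitted concentration-response, curve class assigned.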
SW480 rereplic: A quantitative high throughput screen for small molecules that induce DNA re-replication in SW480 colon adenocarcinoma cells. actives 1.8% (n = 340,000). Potency, µM (highest dose often 46.1 µM), for the others: at the top dose re-replication activation, hits mostly activators. SW480 DNA re-replication, Hoechst DNA content imaging, 48 h. AID 624297, 2012; note: potency is the fitted concentration of half-maximal effect; % of control where 0% means no effect; nearly all actives have a fitted effect of over 55% in size
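Image-based DNA-content assay: after two days of treatment, nuclei were labelled with the DNA dye Hoechst and imaged, and hits were compounds raising the count of nuclei showing high fluorescence intensity.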
MCF10A rereplic: A quantitative high throughput screen for small molecules that induce DNA re-replication in MCF 10a normal breast cells; Potency, µM (doses to about 46.1 µM), inactives show top-dose activity, positive = re-replication, hits mostly activators; MCF 10A DNA re-replication, Hoechst nuclear intensity, 48 h; AID 624296, 2012; actives 2.9% (n = 350,000); note: potency is the fitted concentration of half-maximal effect; % of control where 0% means no effect; nearly all actives have a fitted effect of over 50% in size
HT1080-NT tox: qHTS for induction of synthetic lethality in tumor cells producing 2HG: qHTS for the HT-1080-NT fibrosarcoma cell line | HT-1080-NT fibrosarcoma viability, CellTiter-Glo ATP luminescence, 48 h | Potency, µM (doses to about 46.1 µM), for inactives: at the top dose activity, negative = less viability, most hits filed as cytotoxic | actives 1.6% (n = 360,000);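 note: NT is the 2HG producing partner of a matched IDH1 knockdown line; potency is the fitted concentration of half-maximal effect; 0% = DMSO-treated cells and -100% = media-only wells without cells; nearly all actives have a fitted effect of over 55% in size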
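Fibrosarcoma NT cells, 750 per well in 5% FBS RPMI, were exposed to compound for 48 hours. Viability: CellTiter-Glo luminescence.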
An asterisk follows results filed as active; ? = inconclusive; nt = not tested or not shown; & = joins results of further samples; [ ] = another dose, or the depositor's remark. Unless noted, calls come from the whole dose curve; as a rule, active = well fitted curve in the direction sought with a large enough effect; inconclusive = small, poorly fitted or top-dose-only effect, or another doubt; inactive = no such curve, though single readings can be large; an effect the other way counts as inactive or inconclusive.

SMILES	WRN helicase inh	IL1B secr inh	ATXN2 expr inh	KB-V1 MDR tox	KB-3-1 cytotox	HT1080 IDH1KD tx	SW480 rereplic	MCF10A rereplic	HT1080-NT tox
C=CCOc1ccc(NC(=O)C2CC(=O)N(C(C)C)C2)cc1 (stereo unspecified)	3%	4	-2%	-14%	6%	0%	-9%	-16%	1%
CCn1nc([N+](=O)[O-])c2c(-c3nc4ccccc4o3)c(N)n(CCCOC)c2c1=O	32µM*	40	?	?	-1%	-21%	?	?	-11%
CCOC(=O)CCCOC(=O)c1ccc(S(=O)(=O)N(C)C)cc1	-6%	27	1%	22%	0%	1%	2%	-1%	2%
Cc1nn(-c2ccccc2)c(Cl)c1C(=O)OC(C)C(=O)NC(=O)NC1CCCCC1 (stereo unspecified)	-1%	0	-1%	-4%	7%	0%	0%[9.22 µM]	0%	-1%
O=C(Nc1cc2c(oc1=O)CCCC2=O)c1cccc(Cl)c1	-5%	-9	8%	-7%	16%	2%	-12%	9%	5%
CCCCOn1c(C)c(C(=O)OCC)c2c3nonc3ccc21	8%	-12	-18%	8.2µM*	-20%	0%	19%	?	-2%
C=CCNC(=O)CC(=O)N/N=C/c1ccccc1F	-4%	5	-4%	1%	-8%	1%	-2%	-38%	-11%
Cc1ccc(C(=O)Nc2ccc3[nH]c(=O)[nH]c3c2)c(C)c1	8%	0	41%[activator]	?	4%	4%	-11%	?	27%
Cc1ccc(CNC(=O)C(NS(=O)(=O)c2cccc3nsnc23)C(C)C)cc1 (stereo unspecified)	-2%	4	-5%	-11%	6%	-6%	0%	0%	0%
Cn1c(NC(=O)c2cccc(Cn3cc(Cl)cn3)c2)nc2ccccc21	3%	-13	-36%	?	6%	-23%	-2%	-8%	-7%
O=S(=O)(c1c(F)cccc1F)N1CCN(C(=S)NCc2ccc3c(c2)OCO3)CC1	3%	0	-14%	-16%	18%	-1%	6%	-4%	-17%
Cc1ccccc1-n1ncc2c1CC(C)(C)CC2NC(=O)CCn1cncn1 (stereo unspecified)	-21%	-2	-8%	-28%	-22%	-1%	-36%[inhibitor]	0%	1%
COc1ccc(C(C)=NOC(=O)c2c(-c3ccccc3Cl)noc2C)cc1CN1CCOCC1	-8%	?	nt	-30%	-4%	-29%	nt	nt	-11%
COc1cc(C(=O)NCC(=O)OCc2ccc(F)cc2)cc(OC)c1OC	5%	2	-4%	-1%	-4%	-1%	-17%	25%	-5%
c1ccc2c3c(c(CN4CCCCC4)cc2c1)COC3	-1%	11	-4%	6%	2%	0%	-16%	-3%	-21%
c1ccc(CCNc2nc(-c3cccnc3)cs2)cc1	-9%	0	15%	-8%	15%	0%	?	2%	0%
CCO[C@@H]1OC(C(=O)N2CCOCC2)=C[C@H](c2coc3ccccc3c2=O)[C@H]1CCCO	-2%	1	11%	-16%	-16%	1%	-12%	9%	3%
CC(=O)c1cc(N2CCC(C(=O)O)CC2)ccc1[N+](=O)[O-]	-5%	21	5%	2%	-1%	17%	-4%	0%	19%
Cc1ccc(S(=O)(=O)Nc2ccccc2-c2ccccc2)cc1	-7%	31	-21%	?	3.3µM*	4.1µM*	0.82µM*	1.3µM*	2.9µM*
c1csc(-c2nnc3ccccn23)c1	8%	-12	4%	4%	12%	1%	-12%	2%	2%

4 compounds drawn at random from the list so far, as already listed:
SMILES	WRN helicase inh	IL1B secr inh	ATXN2 expr inh	KB-V1 MDR tox	KB-3-1 cytotox	HT1080 IDH1KD tx	SW480 rereplic	MCF10A rereplic	HT1080-NT tox
O=S(=O)(c1c(F)cccc1F)N1CCN(C(=S)NCc2ccc3c(c2)OCO3)CC1	3%	0	-14%	-16%	18%	-1%	6%	-4%	-17%
COc1ccc(C(C)=NOC(=O)c2c(-c3ccccc3Cl)noc2C)cc1CN1CCOCC1	-8%	?	nt	-30%	-4%	-29%	nt	nt	-11%
c1ccc2c3c(c(CN4CCCCC4)cc2c1)COC3	-1%	11	-4%	6%	2%	0%	-16%	-3%	-21%
CCCCOn1c(C)c(C(=O)OCC)c2c3nonc3ccc21	8%	-12	-18%	8.2µM*	-20%	0%	19%	?	-2%

Next entries:
SMILES	WRN helicase inh	IL1B secr inh	ATXN2 expr inh	KB-V1 MDR tox	KB-3-1 cytotox	HT1080 IDH1KD tx	SW480 rereplic	MCF10A rereplic	HT1080-NT tox
O=S(=O)(c1ccc2ccccc2c1)N1CCCOC1	0%	0	5%	2%	9%	13%	4%	2%	20%
O=C1CCCN1CC(O)CS(=O)(=O)c1ccccc1 (stereo unspecified)	0%	15	3%	1%	0%	-4%	-13%	-3%	4%
COc1ccc(NS(=O)(=O)c2ccc3c(c2)N(C(C)=O)CC(C)S3)c(OC)c1 (stereo unspecified)	-1%	-9	-25%	0%	0%	-7%	4%	9%	-5%
Cc1ccsc1C(=O)OCC(=O)NCC1CCCO1 (stereo unspecified)	-2%	-15	7%	?	16%	7%	-11%	-3%	3%
CC(C)c1ccc(NC(=S)NC2CC3C=CC2C3)cc1 (stereo unspecified)	-4%	-4	19%	9%	-16%	0%	-3%	5%	1%
COCc1ccccc1C1=CC(=O)C[C@H](c2ccc(F)cc2)C1	0%	-15	-6%	?	0%	-4%	?	0%	-4%
Cc1ccc(C)c(N2CCN(S(=O)(=O)c3ccc4c(c3)CC(=O)N4C)CC2)c1	-8%	0	1%&-6%	-1%&-3%	-3%&-12%	6%	-6%	4%	1%
O=C(CCNc1n[nH]c(=O)[nH]c1=O)N/N=C\c1cccc(OCc2ccccc2)c1	-25%	-10	2%	13%	-1%	-1%	1%	6%	-3%
Cc1cc(=O)[nH]c(SCC(=O)NC(C)C2CC3CCC2C3)c1C#N (stereo unspecified)	0%	47	-11%	?	-4%	-17%	-4%	10%	-11%
CSc1ccc(/C=C/C(=O)c2c(O)cc(C)oc2=O)cc1	-24%	-20	44%[activator]	-12%	?	1%	18µM*	?	0%
O=C(CSc1nnc(-c2ccco2)n1CC1CCCO1)N1CCCCC1 (stereo unspecified)	8%	-5	-4%	?	-2%	9%	0%	-2%	-3%
CCOC(=O)c1c(-c2cccc([N+](=O)[O-])c2)csc1N	-4%	-18	-5%	-3%	0%	-4%	3%	-4%	-2%
COC(=O)c1sc(=S)n(-c2cccc(Cl)c2)c1N	-2%	-3	-10%	-20%	1%	-5%	-12%	-2%	-6%
CCCC(=O)Nc1c(-c2ccccc2)c(=O)c(C)nn1-c1ccc(Cl)cc1	-22%[57.1 µM]	22	-7%[11.3 µM]	-12%	2%	7%	-6%	0%	2%
CCc1nc2c(OCc3cccc(OC)c3)cccn2c1N(C)C(=O)C(C)C	-4%	52	6%	-5%	0%	?	nt	nt	?
O=C(c1nc2ccccn2c1CNCCCn1ncc2ccccc21)N1CCOCC1	1%	12	-7%	14%	-9%	2%	-14%	-5%	-7%
CCn1c(COc2ccc(=O)n(-c3ccccc3)n2)nnc1SC	-35%	5	-28%	-1%	-9%	7%	-4%	-1%	11%
CCCCCc1cc(=O)oc2c(C(CCN3CCCCC3)c3ccc(OC)cc3)c(OC)cc(OC)c12 (stereo unspecified)	-5%	?	?	?	?	-22%	?	22%	?
Cc1cc(NC(=O)COC(=O)C2CCN(C(=O)c3ccc(Cl)cc3)CC2)no1	2%	-13	6%	16%	4%	9%	2%	2%	8%
O=C(Nc1ccon1)Nc1cccc(Cl)c1Cl	-2%	19	11%	10%	-1%	1%	-16%	-23%	11%
Nc1nnnn1/N=C/c1cccs1	6%	11	0%	5%	0%	25%	-3%	4%	6%
COc1ccc(N2CCN(CC(=O)c3c[nH]c4ccccc34)CC2)cc1	2%	11	-15%	6%	1%	-17%	-7%	0%	-26%
N#CC(c1ccc(Cl)cc1)(c1ncc(C(F)(F)F)cc1Cl)N1CCOCC1 (stereo unspecified)	-10%	-7	-1%	?	1%	1%	-6%	-4%	-1%
COc1ccc(N(CC(=O)N2CCN(C)CC2)S(=O)(=O)c2cc(C)ccc2OC)cc1Cl	-16%	8	-3%	nt	nt	4%	0%	-2%	0%
C/C(=N\NC(=O)c1cc(-c2cccc([N+](=O)[O-])c2)n[nH]1)c1ccccc1O	?	45	?	-35%	?	23µM*	?	-34%[inhibitor]	?
COc1ccccc1NC(=O)C1CCCCN1S(=O)(=O)c1ccc(F)cc1 (stereo unspecified)	0%	-7	-9%	5.2µM*	-23%	1%	0%	9%	-4%
CC(=O)c1cc(-c2ccccc2)n(CCC(=O)NC2CCC(C)CC2)c1C (stereo unspecified)	-9%	-2	5%	-23%	-17%	13%	4%	-5%	8%
COc1ccc(CC(=O)Nc2ccccc2C(=O)N2CCOCC2)cc1OC	3%	8	-19%	3%	2%	11%	0.58µM*	-11%	-1%
COc1ccc(Cl)cc1NC(=O)c1cccc(NC(=O)CCC(=O)O)c1	-5%	5	1%	-1%	-2%	17%	7%	1%	13%
CC(OC(=O)CNS(=O)(=O)c1ccc2ccccc2c1)C(=O)N(C)c1ccccc1 (stereo unspecified)	-22%	3	8%	-11%	21%	-3%	-1%	-1%	-4%
O=C(c1ccc(Oc2ccc(Cl)cc2)c([N+](=O)[O-])c1)N1CCCC1	3%	-22	?	-3%	-4%	-4%	-1%	6%	-5%
c1cc(-c2cc3nc(NCC4CC4)ccn3n2)ccc1OCCN1CCOCC1	-5%	-21	-17%	3%	0%	0%	nt	nt	2%
